NPC1 prom act = activates the NPC1 promoter; Huh7 NPC1 promoter luciferase reporter, 24 h; Potency, µM (series often up to 9.22 µM), for inactives: at the highest dose activation, hits mostly activators; 320,000 tested, 2.4% active; AID 485313;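 also: potency is read from the fitted curve at half-maximal effect; % of control where 0% means no effect; nearly all actives have a fitted effect of over 60% in size; reporter is driven by a mutant NPC1 promoter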
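Luminescence from an NPC1 promoter-driven luciferase reporter in stably transfected Huh7 cells was measured after 24 h compound treatment at 37 °C, followed by 10 min ambient incubation with luciferase detection reagent.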
PKM2 act = increases activity of human pyruvate kinase M2; purified PKM2, Kinase-Glo ATP luminescence, activation; response scale: 0% is enzyme alone, no compound; Potency, µM (series often up to 57.5 µM), inactives show at the top dose activation, actives largely listed as activators; 260,000 tested, 0.34% active; also: potency is read from the fitted curve at half-maximal effect; % is scaled to controls: 0 for no effect and ±100 for the full control effect; nearly all actives have a fitted effect of over 55% in size
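Purified hPK-M2 (>95%) run at intermediate activity with 0.1 mM ADP and 0.5 mM PEP in 50 mM imidazole pH 7.2, KCl, MgCl2; 1 h room temperature. ATP formed read by Kinase-Glo luminescence; normalized to uninhibited and no-enzyme controls.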
BRCA1 expr act = increases BRCA1 expression; MCF7-BRCA1-FFLuc reporter, luminescence, 48 h; response scale: scaled: vehicle 0%, 10 µM genistein 100%; Potency, µM (series often up to 46.1 µM), for inactives: top-dose activation, hits mostly activators; 380,000 tested, 1.1% active; AID 624202; also: potency is read from the fitted curve at half-maximal effect; nearly all actives have a fitted effect of over 80% in size; some results filed as inactive show a strong effect at the top dose
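First, MCF7-BRCA1-FFLuc cells (2000/well) attach for 2 h; next, compounds are pin-added and incubated 48 h at 37 °C; finally, luciferase reagent is added and luminescence read after 15 min.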
Menin MLL FP TR = menin-MLL binding inhibition, Texas Red mutant peptide; 270,000 tested, 0.23% active; O00255; Menin + Texas Red MLL mutant peptide, fluorescence polarization; AID 1768; Potency, µM (doses to about 61.6 µM), inactives show top-dose FP activity change, negative = inhibition, hits mostly inhibitors; active = well fitted inhibition curve with a large enough effect in the polarisation, with a control signal flat, not every such curve was filed as active; inconclusive = small, poorly fitted or top-dose-only effect, or effect the other way, or a change in a side signal; inactive = no such curve, though single readings can be large or run the other way; the % refers to the polarisation; also: potency is read from the fitted curve at half-maximal effect; % of control where 0% means no effect; many of its hits are not listed in these tables
ELG1 genotoxic = inducers of genotoxicity in HEK293T ELG1-luciferase cells | HEK293T ELG1-luciferase reporter, luminescence, 16 h | Potency, µM (top dose mostly 46 µM), inactives show at the highest dose activity change, positive = activation, usual class: activators | 330,000 tested, 1.3% active | AID 504466; also: potency is read from the fitted curve at half-maximal effect; % of control where 0% means no effect; nearly all actives have a fitted effect of over 60% in size
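Quantitative HTS format in 1536-well plates. HEK293T ELG1-luciferase reporter cells receive test compound and are incubated 16 hr at 37 °C, 5% CO2; ONE-Glo added, 30 min room temperature, then luminescence read.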
Gal4-VP16 FLuc = counter-screen for ROR gamma inhibitors: Gal4-VP16 reporter; AID 2546; Drosophila S2 Gal4-VP16 UAS-luciferase, luminescence, 20 h; 310,000 tested, 3.5% active; Potency, µM (doses to about 53.6 µM), inactives show at the highest dose activity, negative = inhibition, most hits filed as inhibitors;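 also: Gal4-VP16 expression switched on by copper sulfate through the metallothionein promoter; potency is read from the fitted curve at half-maximal effect; % is scaled to controls: 0 for no effect and ±100 for the full control effect; nearly all actives have a fitted effect of over 50% in size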
RORg inh = ROR gamma (mouse) transcription inhibition | 310,000 tested, 5.4% active | Potency, µM (titrated, usually from 53.6 µM), for the others: at the highest dose activity change, negative = inhibition, usual class: inhibitors | AID 2551 | Drosophila S2 Gal4-RORgamma UAS-luciferase reporter, 20 h; also: potency is read from the fitted curve at half-maximal effect; % is scaled to controls: 0 for no effect and ±100 for the full control effect; nearly all actives have a fitted effect of over 60% in size
Target sequence (P51450 whole entry, looked up, the tested form may be a part): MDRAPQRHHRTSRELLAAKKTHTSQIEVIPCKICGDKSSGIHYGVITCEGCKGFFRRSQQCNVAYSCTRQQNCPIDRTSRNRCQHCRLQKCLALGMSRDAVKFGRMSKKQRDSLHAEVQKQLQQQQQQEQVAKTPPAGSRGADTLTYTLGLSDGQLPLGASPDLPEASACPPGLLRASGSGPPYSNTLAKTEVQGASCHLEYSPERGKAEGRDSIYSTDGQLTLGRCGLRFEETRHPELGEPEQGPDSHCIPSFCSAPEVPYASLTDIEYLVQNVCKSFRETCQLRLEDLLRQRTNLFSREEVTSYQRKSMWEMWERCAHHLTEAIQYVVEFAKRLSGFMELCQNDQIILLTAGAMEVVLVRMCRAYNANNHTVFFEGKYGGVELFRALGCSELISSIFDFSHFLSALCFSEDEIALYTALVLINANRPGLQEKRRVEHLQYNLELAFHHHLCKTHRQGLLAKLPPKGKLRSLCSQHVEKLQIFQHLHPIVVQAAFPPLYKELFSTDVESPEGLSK
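Stably transfected Drosophila Schneider cells are the test system, with ROR gamma fused to Gal4 and luciferase under UAS control; luminescence is read after 20 hr of 700 uM copper sulfate induction at ambient temperature.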
p53 reactivation = mutant p53 re-activation in reporter cells. H1299 p53-A138V BP100-luciferase reporter, luminescence, 24 h. 320,000 tested, 0.063% active. AID 504706. Potency, µM (doses to about 92.2 µM), inactives show top-dose activity change, positive = activation, usual class: activators; also: potency is read from the fitted curve at half-maximal effect; % of control where 0% means no effect; nearly all actives have a fitted effect of over 45% in size
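H1299 (p53-null), stable ts p53-A138V + BP100-Luc; 1000 cells/well, Opti-MEM/10% FBS; cpd 4 pt, 1:5; 24 h, 37 deg C, 5% CO2; detection reagent 10 min RT; luminescence.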
FLuc counter = firefly luciferase modulation, counter-screen for miR-21 project. Potency, µM (titrated, usually from 57.5 µM), inactives show at the top dose activity change, negative = inhibition, hits mostly inhibitors. P08659. purified FLuc, Km substrates, luminescence inhibition. 360,000 tested, 6.9% active;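 also: potency is read from the fitted curve at half-maximal effect; plate controls were vehicle for no effect and reference inhibitor for full effect; nearly all actives have a fitted effect of over 55% in size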
Target sequence (P08659 whole entry, looked up): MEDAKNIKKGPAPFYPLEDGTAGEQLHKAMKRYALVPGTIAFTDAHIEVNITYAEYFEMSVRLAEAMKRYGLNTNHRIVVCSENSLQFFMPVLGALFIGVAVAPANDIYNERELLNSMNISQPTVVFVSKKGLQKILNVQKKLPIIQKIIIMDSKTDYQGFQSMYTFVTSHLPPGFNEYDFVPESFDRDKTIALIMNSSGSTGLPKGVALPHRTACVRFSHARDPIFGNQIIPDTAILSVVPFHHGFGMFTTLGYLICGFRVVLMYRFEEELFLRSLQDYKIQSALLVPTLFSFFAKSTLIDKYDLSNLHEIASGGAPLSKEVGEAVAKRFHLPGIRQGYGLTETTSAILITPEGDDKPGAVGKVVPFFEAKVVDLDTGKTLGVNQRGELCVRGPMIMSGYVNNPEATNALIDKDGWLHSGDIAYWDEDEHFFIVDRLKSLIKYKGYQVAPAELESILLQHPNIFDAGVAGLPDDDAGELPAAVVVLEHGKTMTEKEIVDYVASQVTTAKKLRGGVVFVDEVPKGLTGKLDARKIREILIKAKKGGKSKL
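Biochemical qHTS of compounds, final roughly 60 µM downward over six points, against 10 nM purified firefly luciferase using Km concentrations of substrates (10 uM D-luciferin, 10 uM ATP) in Tris acetate pH 7.5 buffer; luminescence output.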
Rab9 promoter act = activates the Rab9 promoter | AID 485297 | Potency, µM (highest dose often 9.22 µM), inactives show at the highest dose activation, negative = inhibition, most hits filed as activators | 320,000 tested, 2.8% active | Huh7 Rab9 promoter-luciferase reporter, luminescence, 24 h; also: potency is read from the fitted curve at half-maximal effect; % of control where 0% means no effect; nearly all actives have a fitted effect of over 60% in size
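Cells were plated at 1500 per well in reduced-serum medium with 10% FBS and left 2 h. Compound in DMSO was then added for 24 h at 37 °C. Reporter signal was read by luminescence after 10 min with luciferase detection reagent.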
Giardia kill = Giardia lamblia killing | Giardia lamblia trophozoite viability | activity change, % at 7.66 µM, hits read low | 340,000 tested, 0.15% active | AID 540267; in the data active = activity change below about -80%; inconclusive = between about -30% and that limit;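 also: parasites exposed to compound for two days anaerobically before the ATP read; % is scaled to controls: 0 for no effect and ±100 for the full control effect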
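Killing of trophozoites was scored by loss of ATP luminescence after a 48 hrs anaerobic exposure to compounds at 37 deg C, using 100 cells per well.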
* hit, by the source's call; ? = inconclusive; nt = not tested or not shown; [ ] = dose if it differs, or a comment. Unless noted, calls follow the shape of the dose curve; as a rule, active = well fitted curve in the direction sought with a large enough effect; inconclusive = small, poorly fitted or top-dose-only effect, or another doubt; inactive = no such curve, though single readings can be large; an effect the other way counts as inactive or inconclusive. Not all compounds are listed; rates above refer to the full screens.

SMILES	NPC1 prom act	PKM2 act	BRCA1 expr act	Menin MLL FP TR	ELG1 genotoxic	Gal4-VP16 FLuc	RORg inh	p53 reactivation	FLuc counter	Rab9 promoter act	Giardia kill
O=C(CSCCc1ccccn1)Nc1cccnc1Cl	-3%	-1%	12%	nt	-1%	-3%	-15%	-3%	-1%	-8%	4
CC(C)CC(=O)NC(=S)Nc1nc(-c2ccc(Cl)cc2)cs1	-3%	3%	-12%	?	1%	?	8.9µM*	-1%	3%	0%	?
Cc1cc(C)c(S(=O)(=O)N2CCN(C(=O)C(C)Cn3nc(C)nc3C)CC2)c(C)c1 (configuration not stated)	-7%	14%	0%	-27%	-3%	14%	-1%	2%	-1%	5%	-5
O=C(NCC1CCCO1)c1ccc(/C=N/O)nc1 (configuration not stated)	0%	-1%	-7%	-4%	1%	-3%	-8%	2%	5%	-9%	-1
COc1cccc(S(=O)(=O)NCc2ccc3c(c2)OCO3)c1	5%	-20%	0%	2%	-4%	-11%	-8%	3%	-8%	6%	1
O=[N+]([O-])c1ccc(OCc2nnc(-c3ccccc3)o2)cc1	2%	-3%	0%	-19%	5%	-17%	21%	0%	-4%	14%	-24
Cn1cnnc1SCC(=O)Nc1ccc(S(N)(=O)=O)cc1	3%	-3%[11.5 µM]	-1%	-11%	-2%	-9%	2%	5%	0%	-3%	14
COc1cc(OC)c(/C=N/NC(=O)c2ccc(NC(C)=O)cc2)cc1Br	-18%	-1%	-8%	9%	-1%	2%	2%	-1%	-15%	0%	7
CC(=O)c1cccc(NC(=S)N2CCN(CCN3C(=O)c4cccc5cccc(c45)C3=O)CC2)c1	-9%	-3%	-4%	-1%	3%	-4%	-8%	-6%	-1%	-12%	15
Cc1[nH]c2ccccc2c1C(=O)CSc1nc2ccccc2c(=O)n1CCCN1CCOCC1	0%	2%	-15%	nt	-13%	?	-66%	-10%	1%	-1%	-9
CCOC(=O)C(CC(=O)O)N1CCCCC1 (configuration not stated)	1%	-6%	-11%	nt	1%	-2%	-3%	-1%	5%	-3%	3
COc1cc(/C=N/NC(=O)CC2C(=O)NN=C2C)ccc1O (configuration not stated)	-3%	0%	6%	nt	-3%	-3%	-23%	3%	-4%	0%	7
CCC1=NN2C(=N)/C(=C/c3cc(C)n(-c4ccccc4)c3C)C(=O)N=C2S1	0%	2%	19%	nt	0%	5%	-2%	-4%	27µM*	-1%	-1
Cc1ccc(C(=O)Nc2cccc3ncccc23)cc1[N+](=O)[O-]	-1%	2%	-22%	6%	0%	-4%	4%	-9%	-2%	-3%	-22
O=C1CCCC2=C1C(c1ccsc1)CC(=O)N2c1ccccc1 (configuration not stated)	-4%	-4%	4%	26%	-2%	-3%	8%	5%	0%	-7%[1.84 µM]	4
CC(Nc1ccc2ccccc2c1)C(=O)N/N=C/c1ccncc1 (configuration not stated)	-8%	nt	-29%	nt	1%	nt	nt	-5%	-1%	-6%	-17
COc1ccccc1NC(=O)c1sc2nc(-c3ccco3)ccc2c1N	11%	2%	-54%	?	14%	12%	2%	4%	-19%	15%	-3
Cc1ccc(NC(=O)COC(=O)CNC(=O)c2ccc(C)s2)cc1	-4%	-9%	18%	15%	5%	-8%	2%	-2%	1%	2%	19
Cc1cc(C)cc(OCC(=O)Nc2cc(C)on2)c1	-14%	3%	2%	3%	3%	3%	-11%	-2%	2%	-3%	-6
CCOC(=O)c1c(C)[nH]c(C)c1C(=O)CSc1nc2ccccc2[nH]1	2%	3%	-3%	9%	-3%	-8%	21%	-5%	0%	-4%	?
CCOC(=O)C1CCN(C(=O)c2ccc3c(c2)C(=O)N(c2ccccc2C)C3=O)CC1	1%	nt	-16%	nt	5%	nt	nt	3%	-21%	-3%	6
CC(C)COC(=O)C1C2C=CC3(CN(C4CCCC4)C(=O)C13)O2 (configuration not stated)	0%	-1%	2%	14%	3%	3%	-21%	4%	0%	-9%	-19
O=C(Nc1ccc([N+](=O)[O-])cc1)C1CC1(c1ccccc1)c1ccccc1 (configuration not stated)	-3%	3%	-75%[inhibitor]	?	1%	?	-22%	8%	11%	-6%	57[activator]
CCCn1c(=NC(C)=O)c(C(=O)OCC)cc2c(=O)n3ccccc3nc21	0%	-9%	4%	7%	0%	3%	-22%	-5%	-2%	0%	7
CCn1c(SCc2nc3ccccc3[nH]2)nnc1-c1cccnc1	-4%	-2%	7%	3%	4%	-3%	16%	3%	-1%	5%	-17
Other entries.
SMILES	NPC1 prom act	PKM2 act	BRCA1 expr act	Menin MLL FP TR	ELG1 genotoxic	Gal4-VP16 FLuc	RORg inh	p53 reactivation	FLuc counter	Rab9 promoter act	Giardia kill
COc1cccc(CNC(=O)CCC2CCCN(C(=O)c3cc4ccccc4o3)C2)c1 (configuration not stated)	?	0%	74%	0%	11%	-8%	44%	19%	13µM*	4.5µM*	-2
Cc1nc2sc3c(c2c(=O)o1)CCC3	0%	3%	-10%	-11%	-2%	nt	-37%[0.365 µM]	5%	4%	-3%	-1
COCCCNC(=O)C1c2ccccc2Oc2ccccc21	0%	0%	4%	-10%	-2%	1%	19%[1.91 µM]	nt	1%	-6%	15
CSCC[C@H](NC(=O)c1cccnc1)c1nnc2ccccn12	-5%	nt	0%	nt	0%	-5%	-16%	-2%	0%	-1%	-12
CCOC(=O)c1c(C)[nH]c(C(=O)CN2C(=O)NC(C)(c3ccc4ccccc4c3)C2=O)c1C (configuration not stated)	0%	2%	-48%	5%	-7%	-4%	36%	0%	1%	-8%	1
CCOC(=O)C1CCCN(C(=O)C2CCN(c3nnc(-n4cccc4)s3)CC2)C1 (configuration not stated)	1%	-9%	-2%	-8%	-1%	-4%	-15%	9%	-5%	-2%	15
Cc1cc(C(=O)Nc2cccc(O)c2)co1	13%	11%	51%	-13%	?	?	-13%	?	?	12%	-5
CC(=O)c1ccc(NC(=O)CSc2cn[nH]n2)cc1	0%	nt	-7%	-2%	5%	-13%	-9%	1%	-11%	1%	-12
O=C(O)CCCN1C(=O)C(=O)/C(=C(/O)c2ccc(Cl)cc2)C1c1ccccc1 (configuration not stated)	5%	1%	-2%	nt	-1%	0%	2%	14%	6%	-2%	-16
Cc1ccc(-c2cc(C(=O)Nc3cccnc3)c3ccccc3n2)o1	0%	8%	-49%	-1%	0%	-14%	-9%	8%	6µM*	16%	21
CCCSc1nc(C)nc2c1c(=O)n(C)c(=O)n2C	0%	0%	nt	2%	4%	-14%	-18%	0%	-1%	-1%	nt
O=C(CSCCO)Nc1cccc([N+](=O)[O-])c1	-1%	0%	-57%	5%	1%	-4%	7%[10 µM]	-2%	-2%	0%	-2
Nc1ccc(Cl)c(S(=O)(=O)Nc2ccccc2Cl)c1	-4%	3%	-17%	17%	-6%	11%	26%	-4%	-11%	-2%	-4
O=C(Nc1cccc(O)c1)c1cccc(S(=O)(=O)N2CCCC2)c1	5%	-5%	11%	19%	0%	12%	29%	24%	-15%	13%	7
COc1cccc2cc(/C(=N/O)c3ccc(Br)cc3)oc12	1%	-5%	-45%	-1%	-1%	?	-39%	-2%	1%	0%	5
Cc1cc(OCCN2CCN(S(=O)(=O)c3ccccc3F)CC2)ccc1C(C)C	2%	nt	-39%	nt	-3%	nt	nt	5%	-1%	-6%	10
Cc1ccccc1-c1nc(CS(=O)(=O)CC(=O)NCCN2CCCC2)c(C)o1	-4%	nt	-12%	-12%	3%	-7%	-4%	2%	1%	-2%	5
Cc1ccc(S(=O)(=O)c2ccc(C)cc2)cc1	-1%	9%	-1%	-8%	-1%	8%	28%	-3%	-2%	-6%	16
CCN(CC)CCN(C(=O)c1ccc(CN2CCCCC2)o1)C(C(=O)NC1CCCCC1)c1ccc(F)cc1 (configuration not stated)	-4%	-22%	-39%	1%	2%	?	1%	11%	-2%	1%	6
COc1ccccc1C(=O)NCCC(=O)Nc1ncccc1O	1%	-20%	1%	nt	-4%	-1%	-22%	-12%	8%	3%	-7
COc1ccccc1N1CCN(C2CCCN(C(=O)c3snnc3C)C2)CC1 (configuration not stated)	-4%	nt	5%	nt	-1%	-6%	-27%	5%	-1%	-1%	-9
Cc1c(OCC(=O)NC(Cc2ccc(Cl)cc2)C(=O)O)ccc2c(-c3ccccc3)cc(=O)oc12 (configuration not stated)	-2%	2%	2%	10%	2%	-2%	1%	nt	1%	-2%	-11
O=C(Nc1ccc(Cl)cc1)C1C2C=CC3(O2)C1C(=O)N(CCCN1CCCCC1)C3C(=O)NC1CCCCC1 (configuration not stated)	4%	0%	-43%	-9%	-1%	8%	-18%	11%	4%	1%	-1
